Screens as filed in PubChem.
SKKanGAS inh = blocks kanamycin growth of S. pyogenes SKKanGAS strain; inhibition, % at 7.5 µM; hit rate 1.3% among 300,000; BacTiter-Glo, 6 h; AID 1662;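 active means mean replicate score, as percent of positive control median, at least 50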;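 further: strain carries kanamycin resistance gene driven by streptokinase promoter and grows in 40 µg/ml kanamycin; loss of luminescence reflects streptokinase promoter inhibition or plain growth inhibition; 0% = median of DMSO wells and 100% = positive control at its reference dose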
TRPC6 activator = mouse TRPC6 channel activation; AID 2550; B-score at 10 µM; Q61143; HEK293-TRPC6 membrane potential dye fluorescence; active compounds read high; hit rate 0.13% among 310,000;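 active means B-score of the integrated fluorescence ratio above library mean plus 3 SD, and starting fluorescence ratio within library mean plus 5 SD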;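 further: higher score means more depolarization so channel activation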
aSyn 5UTR inh = 5' untranslated region of α-synuclein, MLPCN primary screen; alpha-synuclein 5'UTR reporter, inhibitor activity; inhibition, % (tested at 7.5 µM); hit rate 0.82% among 300,000; in the data active means inhibition above about 60%;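 further: H4 neuroglioblastoma cells stably carrying SNCA 5'UTR luciferase fusion; 0% = DMSO wells and 100% = positive control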
TRPC6 inh = inhibitors of mouse TRPC6 channel | HEK293-TRPC6, membrane potential dye, ACh-evoked depolarization; active compounds read low | B-score at 10 µM | hit rate 1.1% among 310,000;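 active means B-score under library mean minus 3 SD, initial fluorescence not abnormally high, positive integrated signal ratio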;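 further: B-score derived from integrated fluorescence ratio over the kinetic read; more negative B-score means stronger inhibition of depolarization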
MrgX1 antag = human MrgX1 receptor antagonism, primary screen; Q96LB2; MRGX1-HEK293 calcium flux, Fluo-4, BAM8-22 antagonism; active compounds read low; B-score at 10 µM; hit rate 1.3% among 310,000;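 active means calcium-response B-score plate-corrected more than 3 library SD below zero, starting fluorescence within 5 deviations, no agonist response on first addition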;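 further: peak minus trough fluorescence over baseline after final BAM8-22 challenge near maximal dose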
TRPC4 PAM = allosterically enhances the mouse TRPC4 cation channel | Q9QUQ5 | HEK293 TRPC4beta/mu-opioid, DAMGO EC20, Fluo-4 Ca2+ flux; active compounds read high | B-score at 10 µM | hit rate 0.42% among 310,000 | AID 2227;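 active means B-score of calcium response area above 5 SD of library B-scores, with initial fluorescence ratio within 5 SD of library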;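 further: B-score of integrated fluorescence ratio over time as area under calcium response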
Target sequence (Q9QUQ5 whole entry, looked up): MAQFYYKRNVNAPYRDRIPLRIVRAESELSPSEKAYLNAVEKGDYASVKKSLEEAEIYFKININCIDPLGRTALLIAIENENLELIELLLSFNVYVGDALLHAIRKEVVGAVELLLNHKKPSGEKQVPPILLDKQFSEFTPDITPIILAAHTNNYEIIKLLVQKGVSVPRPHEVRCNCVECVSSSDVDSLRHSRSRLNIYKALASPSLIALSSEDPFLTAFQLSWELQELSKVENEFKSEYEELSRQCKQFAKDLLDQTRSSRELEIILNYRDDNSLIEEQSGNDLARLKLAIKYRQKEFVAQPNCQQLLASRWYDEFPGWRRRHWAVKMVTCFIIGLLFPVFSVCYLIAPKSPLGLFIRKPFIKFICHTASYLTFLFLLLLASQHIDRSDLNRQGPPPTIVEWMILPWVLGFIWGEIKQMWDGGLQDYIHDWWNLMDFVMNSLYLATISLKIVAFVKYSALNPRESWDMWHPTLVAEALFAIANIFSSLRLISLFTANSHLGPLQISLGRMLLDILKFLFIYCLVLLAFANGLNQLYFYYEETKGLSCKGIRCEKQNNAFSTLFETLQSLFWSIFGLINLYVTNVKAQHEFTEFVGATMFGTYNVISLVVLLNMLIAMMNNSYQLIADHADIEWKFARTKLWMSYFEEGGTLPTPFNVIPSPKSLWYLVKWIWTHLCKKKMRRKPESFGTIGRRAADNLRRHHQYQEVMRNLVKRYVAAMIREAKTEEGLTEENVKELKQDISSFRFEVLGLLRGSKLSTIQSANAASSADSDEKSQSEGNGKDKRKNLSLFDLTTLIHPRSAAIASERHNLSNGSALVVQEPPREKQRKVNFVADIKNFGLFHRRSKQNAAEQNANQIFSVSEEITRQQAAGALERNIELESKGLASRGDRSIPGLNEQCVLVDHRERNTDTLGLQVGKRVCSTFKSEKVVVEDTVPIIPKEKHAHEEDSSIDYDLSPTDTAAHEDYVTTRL
IEC-6 cytotox = IEC-6 cytotoxicity, counter-screen for KLF5 inhibitors; luminescence viability; inhibition, % at 5 µM; hit rate 0.78% among 290,000; AID 1825; in the data active means inhibition above about 22%;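 further: 0% = plate median of test compound wells and 100% = cytotoxic reference compound wells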
TRPC4 block = inhibitors of mouse TRPC4 channel | AID 2247 | Q9QUQ5 | B-score at 10 µM | hit rate 0.39% among 300,000 | HEK293 TRPC4beta/mu-opioid, DAMGO-evoked Fluo4 calcium flux; active compounds read low;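 active means B-score over 3 SD under the library average, no early fluorescence shift, positive overall ratio signal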
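Assay system: HEK293 cells with stable TRPC4beta plus mu-opioid receptor expression; Probe or stimulus: DAMGO in two steps, submaximal then maximal; Dosing: single-point compound dosing; Measured by: Fluo4 calcium-dye fluorescence, kinetic read; Read-out basis: B score from integrated Fluo4 fluorescence ratio.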
KLF5 inh = kruppel-like factor 5 inhibition. DLD-1 KLF5 promoter-luciferase reporter, luminescence. inhibition, % at 5 µM. hit rate 0.23% among 290,000;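 active means inhibition above a per-plate limit of that plate's mean compound inhibition plus 3 SD, cut at about 60% in these data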;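 further: 0% = DMSO wells and 100% = LY294002 at 200 µM; higher means less KLF5 promoter-driven luciferase light; inactives centre near -14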
TRPC4 agonist = opens the mouse TRPC4 cation channel. Q9QUQ5. hit rate 0.49% among 310,000. AID 2237. HEK293 TRPC4beta/mu-opioid, Fluo4 calcium fluorescence; active compounds read high. B-score at 10 µM;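 active means B-score above 5 SD of library B-scores, and initial fluorescence ratio not above library mean plus 5 SD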;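 further: positive B-score marks a calcium rise read as TRPC4 activation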
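Incubation: 45 min room-temperature Fluo4 loading, 110 s read / System: HEK293 cells stably co-expressing mouse TRPC4beta and mu-opioid receptor / Signal: Fluo4 fluorescence, kinetic / Control set: buffer (low) and maximal DAMGO (high) / Measure: integrated baseline-normalised fluorescence ratio, converted to per-well B score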
HIF activator = HIF pathway transcriptional activation; hit rate 0.32% among 300,000; AID 1910; activation, % at 7.5 µM (by protocol); U2OS HRE-luciferase reporter, luminescence; normalized: DMSO 0%, desferrioxamine 100%;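 active means mean activation of at least 10% of the iron chelator positive control signal, with at least half of replicates also reaching 10%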
Numbers without * were called inactive; i = inactive; · = not tested or not shown.

SMILES	SKKanGAS inh	TRPC6 activator	aSyn 5UTR inh	TRPC6 inh	MrgX1 antag	TRPC4 PAM	IEC-6 cytotox	TRPC4 block	KLF5 inh	TRPC4 agonist	HIF activator
CCN(CC)CCNC(=O)CS(=O)Cc1nc(-c2ccc(C)cc2)oc1C (stereo unspecified)	-1	i	2	i	i	i	2	i	-15	i	0.2
CC1Cc2nc(SCC(=O)NCc3ccccc3)n(Cc3ccccc3)c(=O)c2S1 (stereo unspecified)	-2	i	2	i	i	i	-5	i	-14	i	0.2
COc1ccc(OCC(=O)NNC(=O)c2ccccn2)cc1	-4	i	0	i	i	i	-3	i	8	i	-0.8
CCOC(=O)c1c(N)sc(C(=O)OCCOC)c1C	-12	i	-56	i	i	i	11	i	-42	i	1.4
c1cncc(Nc2nc(-c3cccnc3)cs2)c1	-4	i	-72	i	i	i	9	i	1	i	0.7
Cc1c(CCO)c(=O)[nH]n1S(=O)(=O)c1ccc([N+](=O)[O-])cc1	-1	i	-12	i	i	i	-7	i	-41	i	-0.2
COC(=O)c1cc2ccsc2n1CC(=O)Nc1cc(C)cc(C)c1	-14	i	12	i	i	i	3	i	-8	i	-0.3
O=C1CCCc2c1nc(-c1ccccc1)n2O	0	i	-34	i	i	i	1	i	-38	i	-0.4
CCCCNC(=O)NC1CCCC1	-2	i	1	i	i	i	-4	i	0	i	0.1
Cc1ccc(C(=O)Oc2ccc([N+](=O)[O-])cc2)cc1S(=O)(=O)N1CCCCCC1	1	i	15	i	i	i	0	i	-35	i	-24
O=C(NC1CCCC1)C(c1ccncc1)N(C(=O)c1csnn1)c1ccc(F)c(Cl)c1 (stereo unspecified)	0	i	-30	i	i	i	-1	i	-34	i	0.8
Cn1c(CCCOc2ccc(Cl)cc2Cl)nnc1SCC(=O)Nc1cccc(F)c1	12	i	17	i	i	i	4	i	12	i	-0.6
O=C(/C=C/c1cccs1)c1cc(Cl)ccc1O	15	i	-54	i	i	i	-2	i	-12	i	2.0
COc1cccc(-c2nnc(SCC(=O)N(C(C)C)C(C)C)o2)c1	-7	i	-50	i	i	i	-2	i	8	i	0.3
COc1ccc(C2CC(c3ccccc3)=NN2S(=O)(=O)c2ccccc2)c(OC)c1 (stereo unspecified)	11	i	-22	i	i	i	2	i	-13	i	-0.2
Cn1c(=O)[nH]c(=O)c2c1nc(OC(=O)c1ccccc1)n2CC(O)COc1ccc(F)cc1 (stereo unspecified)	2	i	1	i	·	i	0	i	-16	i	0.1
CC(C)CNC(=S)NNC(=O)c1ccc(OC(F)F)cc1	7	i	-15	i	i	i	-3	i	-42	i	-0.4
C=CCOc1ccc(C2N3CC4(CC)CN2CC(CC)(C3)C4=O)cc1 (stereo unspecified)	-9	i	3	i	i	i	-3	i	-3	i	-0.3
O=S(=O)(NCc1cccnc1)c1ccc(Br)s1	1	i	0	i	i	i	4	i	18	i	-0.3
CC(C)Cn1c(SCC(=O)Nc2ccc3[nH]c(=O)[nH]c3c2)nc2ccccc2c1=O	-4	i	16	i	i	i	·	i	·	i	-0.3

Eleven compounds from above, ordered by molar mass, rising.
SMILES	SKKanGAS inh	TRPC6 activator	aSyn 5UTR inh	TRPC6 inh	MrgX1 antag	TRPC4 PAM	IEC-6 cytotox	TRPC4 block	KLF5 inh	TRPC4 agonist	HIF activator
O=C1CCCc2c1nc(-c1ccccc1)n2O	0	i	-34	i	i	i	1	i	-38	i	-0.4
c1cncc(Nc2nc(-c3cccnc3)cs2)c1	-4	i	-72	i	i	i	9	i	1	i	0.7
O=C(/C=C/c1cccs1)c1cc(Cl)ccc1O	15	i	-54	i	i	i	-2	i	-12	i	2.0
COc1ccc(OCC(=O)NNC(=O)c2ccccn2)cc1	-4	i	0	i	i	i	-3	i	8	i	-0.8
O=S(=O)(NCc1cccnc1)c1ccc(Br)s1	1	i	0	i	i	i	4	i	18	i	-0.3
COC(=O)c1cc2ccsc2n1CC(=O)Nc1cc(C)cc(C)c1	-14	i	12	i	i	i	3	i	-8	i	-0.3
COc1cccc(-c2nnc(SCC(=O)N(C(C)C)C(C)C)o2)c1	-7	i	-50	i	i	i	-2	i	8	i	0.3
CC(C)Cn1c(SCC(=O)Nc2ccc3[nH]c(=O)[nH]c3c2)nc2ccccc2c1=O	-4	i	16	i	i	i	·	i	·	i	-0.3
CC1Cc2nc(SCC(=O)NCc3ccccc3)n(Cc3ccccc3)c(=O)c2S1 (stereo unspecified)	-2	i	2	i	i	i	-5	i	-14	i	0.2
Cn1c(=O)[nH]c(=O)c2c1nc(OC(=O)c1ccccc1)n2CC(O)COc1ccc(F)cc1 (stereo unspecified)	2	i	1	i	·	i	0	i	-16	i	0.1
O=C(NC1CCCC1)C(c1ccncc1)N(C(=O)c1csnn1)c1ccc(F)c(Cl)c1 (stereo unspecified)	0	i	-30	i	i	i	-1	i	-34	i	0.8

More compounds:
SMILES	SKKanGAS inh	TRPC6 activator	aSyn 5UTR inh	TRPC6 inh	MrgX1 antag	TRPC4 PAM	IEC-6 cytotox	TRPC4 block	KLF5 inh	TRPC4 agonist	HIF activator
NC(=O)CC(NC(=O)c1cccc(Br)c1)c1ccc(N2CCN(c3ccccn3)CC2)c([N+](=O)[O-])c1 (stereo unspecified)	11	i	31	i	i	i	-4	i	-1	i	-1.9
Cc1cc(N2CCN(c3ccccc3)CC2)nc2ccccc12	-2	i	-49	i	i	i	0	i	-58	i	0.9
Cc1ccc(-c2c(C#N)c(N)n(-c3ccc(C)cc3)c(=O)c2C#N)cc1	1	i	-1	i	i	i	4	i	18	i	0.1
O=C(Nc1cc2c(cc1Br)OCCCO2)c1ccccc1	-3	i	-104	i	i	i	2	i	-59	i	2.7
O=[N+]([O-])c1ccc(/C=C/c2nc3ccc([N+](=O)[O-])cc3[nH]2)cc1	-2	i	-165	i	i	i	-2	i	-31	i	0.8
O=[N+]([O-])c1cccc(/C=N/Nc2cc(N3CCOCC3)ncn2)c1	-4	i	-90	i	i	i	-3	i	-95	i	0.9
CC(=O)N1CCc2cc(S(=O)(=O)CCC(=O)NCc3ccc(F)cc3)ccc21	6	i	13	i	i	i	-3	i	-11	i	0.9
CCOC(=O)c1c(NC(=O)c2ccco2)sc(C(=O)N2CCCC2)c1C	2	i	27	i	i	i	-1	i	1	i	0.9
CC(=O)c1coc2c1cc(O)c1ccccc12	2	i	-83	i	i	i	0	i	-72	i	0.8
O=C(CCC1CCCN(C(=O)c2cncs2)C1)NCc1ccc(F)c(F)c1 (stereo unspecified)	24	i	-2	i	i	i	-4	i	-13	i	0.2
C[C@H]1CC[C@H]2C(=O)N3[C@H](c4ccccc4Br)[C@@H](C)CC[C@H]3C(=O)N2[C@@H]1c1ccccc1Br	11	i	-12	i	i	i	3	i	-5	i	-0.3
COCCCNC(=O)C1CCC(CNS(=O)(=O)c2ccc(C)cc2)CC1 (stereo unspecified)	1	i	-42	-6.3*	i	i	-6	i	-8	i	1.2
O=C(c1cccc2ccccc12)C1CCCN(C(=O)C2CCOCC2)C1 (stereo unspecified)	16	i	-4	i	i	i	0	i	2	i	0.5
CC(C)NC(=O)c1ccc(C2SCC(=O)N2Cc2ccccc2)cc1 (stereo unspecified)	-4	i	2	i	i	i	-4	i	-4	i	1.0
CN(C)CCOC(=O)C12CC3(C)CC(C)(CC(C)(C3)C1)C2	-7	i	-8	i	i	i	-6	i	-31	46*	-0.1
CN(CCC#N)S(=O)(=O)c1ccc2[nH]cc(C(=O)NCCc3ccccc3)c(=O)c2c1	-2	i	-4	i	i	i	6	i	-13	i	-0.2
O=C1c2cccc(OCC(=O)N3N=C(c4cccs4)CC3c3ccc(F)cc3)c2CCN1Cc1ccccc1 (stereo unspecified)	16	i	32	i	i	i	-6	i	-11	i	-0.6
Nc1sccc1C(=O)c1ccccc1	0	i	-10	i	i	i	-1	i	7	i	0.1
CCC(C)NC(=O)c1ccccc1-c1nc2ccccc2[nH]1 (stereo unspecified)	4	i	-4	i	i	i	-4	i	22	i	-0.3
CCc1nc2ccc(C)cc2c(C(=O)Oc2cccc3cccnc23)c1C	-4	i	19	i	i	i	3	i	13	i	0.0
FC(F)(F)c1cccc(CN2CCSCC2)c1	-7	i	3	i	i	i	-4	i	-16	i	-0.5
CCOC(=O)c1sc(=S)n(-c2ccccc2)c1SC	0	i	20	i	i	i	3	i	-2	i	0.2
CCS(=O)CC(=O)Nc1c(-c2ccccc2)oc2ccccc2c1=O (stereo unspecified)	-5	i	-7	i	i	i	-3	i	-24	i	0.0
Clc1ccc(OCCN2CCCCC2)cc1Cl	-1	i	-24	i	i	26*	12	i	2	i	0.1
COc1ccc(-c2noc(-c3ccc(Cl)cc3[N+](=O)[O-])n2)cc1OC	-8	i	-118	i	i	i	-4	i	-32	i	2.6
Cc1ccccc1NC(=O)c1ccc(S(=O)(=O)C(F)F)cc1	2	i	-44	i	i	i	-2	i	-19	i	0.5
O=C(Nc1cccc(Cl)c1)OCc1ccccn1	-7	i	-131	i	i	i	-1	i	-66	i	5.5
COc1cccc(-c2noc(C3CCCN(C(=O)Cc4ccccc4)C3)n2)c1 (stereo unspecified)	-17	i	·	i	i	i	2	i	4	i	·
COc1ccc(C(CNC(=O)C(=O)Nc2ccc3c(c2)OCO3)N2CCN(C)CC2)cc1 (stereo unspecified)	-16	i	5	i	-6.2*	i	·	i	·	i	-0.6
COc1ccc(CCNC(=O)CSc2ccc(-c3ccco3)nn2)cc1	-1	i	0	i	i	i	-3	i	-23	i	0.5
O=S(=O)(c1cccc(Cl)c1Cl)N1CCN(C(=S)NCCCN2CCOCC2)CC1	-4	i	13	i	i	i	3	i	-8	i	-0.4
N#C/C(C(=O)c1ccccc1)=C1/CCCN1	-4	i	-30	i	i	i	-2	i	-12	i	0.2
